UCHL1 inh – human UCHL1 deubiquitinase inhibition. purified UCHL1, Ub-rhodamine cleavage fluorescence. inhibition, % at 20 µM. actives 0.2% (n = 47,000). AID 1645859
Target sequence (P09936 whole entry, looked up): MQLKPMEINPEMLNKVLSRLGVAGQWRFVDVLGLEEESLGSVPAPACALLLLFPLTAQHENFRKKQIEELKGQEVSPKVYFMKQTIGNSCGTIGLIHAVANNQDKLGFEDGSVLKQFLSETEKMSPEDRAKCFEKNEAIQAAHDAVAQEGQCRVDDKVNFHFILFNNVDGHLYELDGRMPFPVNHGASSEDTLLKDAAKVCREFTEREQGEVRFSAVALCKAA
OTUD3 block – blocks human OTUD3 ubiquitin-rhodamine cleavage; Q5T2D3; purified OTUD3, Ub-rhodamine fluorescence, 2 h; inhibition, % at 25 µM; actives 0.7% (n = 47,000); AID 1645858
USP17 block – inhibitors of human USP17 deubiquitinase; inhibition, % at 50 µM; purified USP17, Ub-rhodamine cleavage fluorescence, 3 h; actives 6.5% (n = 47,000); A8MUK1; AID 1645855
USP28 inh – inhibitors of human USP28 deubiquitinase; Q96RU2; purified USP28, Ub-rhodamine cleavage fluorescence, 30 min; inhibition, % at 25 µM; actives 3% (n = 47,000)
USP8 block – blocks human USP8 ubiquitin-rhodamine cleavage | actives 4.2% (n = 47,000) | inhibition, % at 20 µM | purified USP8, Ub-rhodamine cleavage fluorescence, 30 min | AID 1645853 | P40818
USP30 block – human USP30 deubiquitinase inhibition. Q70CQ3. purified USP30, Ub-rhodamine cleavage fluorescence. inhibition, % at 25 µM. actives 5.3% (n = 47,000)
Target sequence (Q70CQ3 whole entry, looked up): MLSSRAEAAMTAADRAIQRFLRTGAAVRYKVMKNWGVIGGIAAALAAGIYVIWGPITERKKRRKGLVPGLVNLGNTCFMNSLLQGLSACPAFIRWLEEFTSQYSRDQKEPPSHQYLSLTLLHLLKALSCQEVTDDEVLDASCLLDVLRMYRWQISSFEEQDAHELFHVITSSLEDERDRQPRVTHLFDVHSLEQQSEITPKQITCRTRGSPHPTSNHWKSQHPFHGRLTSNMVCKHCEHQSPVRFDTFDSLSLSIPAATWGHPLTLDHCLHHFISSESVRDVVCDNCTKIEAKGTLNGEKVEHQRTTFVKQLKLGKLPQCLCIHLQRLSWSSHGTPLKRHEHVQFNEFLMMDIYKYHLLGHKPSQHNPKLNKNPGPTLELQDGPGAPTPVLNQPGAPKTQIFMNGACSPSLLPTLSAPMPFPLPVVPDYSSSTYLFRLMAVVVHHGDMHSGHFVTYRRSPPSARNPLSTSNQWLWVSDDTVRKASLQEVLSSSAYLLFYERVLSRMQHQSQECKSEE
USP10 block – blocks human USP10 ubiquitin-rhodamine cleavage | actives 1.1% (n = 47,000) | purified USP10, Ub-rhodamine fluorescence, 60 min | Q14694 | inhibition, % at 20 µM | AID 1645856
USP7 inh – inhibitors of human USP7 deubiquitinase; Q93009; purified USP7, Ub-rhodamine cleavage fluorescence; inhibition, % at 20 µM; actives 0.3% (n = 47,000); AID 1645854
* = called active by the depositor; / = not tested or not shown. Cut-off read from the data, not from the text of the source: active = inhibition above about 30%; inactive = the rest.

USP10 block	USP7 inh	USP30 block	USP28 inh	OTUD3 block	USP17 block	USP8 block	UCHL1 inh	mol
0	5	3	-1	2	11	6	1	O=C(c1ncccc1O)N1CCCC(O)(CN2CCC(F)(F)CC2)CC1 (stereo unspecified)
-2	-5	8	-1	-10	/	-2	-4	COc1ccc(C(=O)N2CCN(c3nc(C)cc(N4CCCCC4)n3)CC2)cc1OC
0	0	0	-5	-4	-7	-1	-2	Cn1c(=O)n(CC(=O)NC2CC2)c(=O)c2cnc(-c3ccc(Cl)cc3)nc21
15	3	-49	-9	-16	-11	-2	-3	COc1ccc(C(=O)CSc2nc3ccccc3c(=O)n2-c2ccc(F)cc2)c(OC)c1
1	-4	18	4	7	5	11	0	CCc1ccccc1NC(=O)CC1C(=O)N(CC2CCCO2)c2nc3ccccc3n21 (stereo unspecified)
-2	0	-70	-43	-25	/	-32	-8	Cc1ccccc1OCC1=NN2C(=N)/C(=C/c3cn(Cc4ccc(Cl)cc4)c4ccccc34)C(=O)N=C2S1
11	-18	32*	3	-7	2	8	0	O=C(Nc1ccc(F)cc1)c1ccc2c(c1)C1C3CCC(C3)C1C(c1ccccc1)N2 (stereo unspecified)
-1	0	-2	-3	0	-5	-7	-5	CCCn1ccc(C(=O)N2C[C@@H]3OCC(=O)N(c4ccccc4)[C@H]3C2)n1
-5	5	-326	-75	-76	-70	24	-3	COc1ccccc1NC(=O)Cn1nc2ccc(C(=O)Nc3ccc(C)cc3)cn2c1=O
1	-15	0	2	6	7	81*	-1	CCN1CCN(c2ccc(C(=O)O)cc2NS(=O)(=O)c2ccc(C(C)C)cc2)CC1
-7	-10	-239	-58	-34	-66	-97	-10	COc1cccc(C2c3[nH]c4ccccc4c3C[C@H]3C(=O)N(c4ccc(C(=O)NCCc5ccccc5)cc4)C(=O)N23)c1 (stereo partly specified)
-2	-46	9	3	3	0	0	0	CC(=O)N1CCc2cc(S(=O)(=O)NC(CC(C)C)C(=O)Nc3ccc4c(c3)OCCO4)ccc21 (stereo unspecified)
-5	1	-2	1	0	2	-27	-2	O=C(Cn1cc(NC(=O)c2ccc3nc[nH]c3c2)cn1)NC1CCCC1
-2	0	-8	-8	-4	5	0	-2	Cc1cc(-c2cnc(N3CCCC3)nc2C2CCN(CC3CCOC3)CC2)on1 (stereo unspecified)
0	3	6	5	11	11	7	-2	COc1cc(N)c(Cl)cc1C(=O)OCC(=O)N1CCCC1
8	2	9	5	9	8	-2	2	COc1cc(CNc2nn[nH]n2)ccc1OCc1ccc(Cl)cc1
3	10	16	9	11	1	-8	4	O=C(Nc1ccc(N2CCOCC2)c(Cl)c1)c1cccc(-n2cnnc2)n1
-1	-2	-13	-8	0	-1	-2	-2	CCc1nc2sc3c(SCC(=O)NCc4ccccc4)ncnc3c2c2c1COC(C)(C)C2
-4	0	-7	0	-5	-14	-29	0	COc1ccc(CC(=O)N2CCC(c3[nH]nc4nccnc34)CC2)cc1
-2	2	-1	5	13	26	30	3	OCCCn1c(-c2ccccc2)cn2c(-c3ccccc3)c(-c3ccccc3)nc12
-5	-103	-32	-11	-13	-28	1	3	CCCCCCCCCCCC1CC(=O)NC(CC(N)=O)C(=O)NC(Cc2ccc(O)cc2)C(=O)NC(CC(N)=O)C(=O)NC(CCC(N)=O)C(=O)N2CCCC2C(=O)NC(CC(N)=O)C(=O)NC(CO)C(=O)N1 (stereo unspecified)
-3	2	12	-7	-3	-15	-11	-3	CCOc1ccccc1NC(=O)CN1CCC(NC(=O)c2ccccc2C)CC1
2	4	26	15	25	14	0	1	CN(C)c1ncnc2c1ncn2[C@@H]1CC[C@@H](NCc2ccc(F)cc2)[C@@H](O)[C@@H]1O
-5	-4	-162	-34	-34	-50	35*	-17	Cc1cc(Nc2ccc(C)c(Cl)c2)n2nc(-c3ccco3)nc2n1
-3	0	16	7	9	7	24	1	Cc1nnc(-c2ccc3ccn(CC(=O)NC4CCCCCC4)c3c2)o1

Carrying on.
USP10 block	USP7 inh	USP30 block	USP28 inh	OTUD3 block	USP17 block	USP8 block	UCHL1 inh	mol
-1	-3	5	0	-2	3	-3	-3	CC(=O)NC(Cc1cccc(C)c1)C(=O)NC1CCN(S(=O)(=O)c2ccccc2)CC1 (stereo unspecified)
-1	0	15	1	11	11	4	-1	O=C(CSc1nnc(-c2ccccn2)n1-c1ccccc1)Nc1cccc2ccccc12
4	4	1	-6	-5	-5	2	-2	CC(=O)N1CCc2cc(S(=O)(=O)N3CCC(CC(=O)NC4CCCC4)CC3)ccc21
0	0	17	7	9	8	9	1	CS(=O)(=O)N1CCc2cc(C(=O)N3CCCCC3)ccc21
1	3	-46	-7	-4	-10	0	1	CC(NC(=O)c1ccc2noc(-c3ccc(F)cc3)c2c1)c1ccccc1 (stereo unspecified)
0	10	17	10	4	2	6	6	O=C(OC(C(=O)Nc1ccc(F)cc1)c1ccccc1)c1ccc2c(=O)n3c(nc2c1)CCCCC3 (stereo unspecified)
2	0	2	4	2	-19	-139	3	O=[N+]([O-])c1ccc(S(=O)(=O)NCCn2ccc3ccccc32)cc1
-1	-29	-8	-10	-5	-13	-16	-1	O=C(C1CC1)N1CCCn2nc(-c3cccc(F)c3)cc2C1
0	-1	-21	-23	-9	-10	-6	-1	COc1ccc(C2CCN(CC(=O)NCc3ccco3)CC2)cc1OC
-4	-4	-19	-12	-9	-4	-9	-1	COc1ccc(-n2c(=O)c3c4c(sc3n(Cc3cc(=O)n5ccccc5n3)c2=O)CCC4)c(OC)c1
2	4	22	13	10	13	16	3	CN(c1ccccc1)S(=O)(=O)c1cccc(NS(=O)(=O)c2ccc3c(c2)OCCO3)c1
-3	-4	-40	10	-3	54*	82*	6	O=[N+]([O-])c1ccccc1C(c1c[nH]c2ccccc12)c1c[nH]c2ccccc12
1	-7	21	10	10	9	8	4	CCc1cccc(C)c1N=C1N=C(N2CCOCC2)N(c2ccc(C)cc2)C12CCCCC2
22	12	43*	15	5	25	-31	2	COc1ccc(-c2cc3c(=O)n(CC(=O)NCc4ccccc4)ncn3n2)cc1
4	3	15	10	15	11	15	-2	CC(C)c1ncc(Cl)c(C(=O)N2CCCC2c2cnn(C)c2)n1 (stereo unspecified)
-5	0	-17	-10	-2	-8	-11	-1	CC(=O)N1CCN(c2nc3c(s2)CC(C(=O)NCc2cccnc2)CC3)CC1 (stereo unspecified)
-4	-11	-315	-67	-56	-61	-84	-11	O=S1(=O)c2ccccc2O[C@H]2CCN(Cc3ccccn3)CC[C@@H]2N1CC1CC1
1	0	/	/	2	9	2	2	O=C(Nc1ccc(F)cc1F)N1CCC(n2c(=O)[nH]c3ccccc32)CC1
0	0	-7	-5	-3	-6	-24	-2	CS(=O)(=O)N1C[C@@H]2C(=O)NC3(CCN(C(=O)NCCc4ccccc4)CC3)[C@@H]2C1
6	3	0	0	8	6	14	0	O=C1CCS(=O)(=O)N1c1ccc(S(=O)(=O)Nc2cccc(C(F)(F)F)c2)cc1
-1	-8	0	37*	4	-2	13	1	COc1ccccc1NC(=O)NCCc1cn(C)c2ncccc12
6	9	23	21	15	11	8	8	Cn1nc(C(=O)Nc2ccccc2)c2c1CCN(C(=O)Nc1cccc(C(F)(F)F)c1)C2
-2	-3	-96	-16	-22	-21	-1	-3	CNC(=O)c1cccc(Nc2ccn3nc(-c4ccc(C)cc4)cc3n2)c1
4	-2	10	11	10	16	1	1	COc1ccc(O)c(C(=O)c2cnn(-c3ccccc3C(=O)O)c2)c1
4	5	17	11	11	9	15	6	COc1ccc(C)cc1N(C(=O)Cc1ccccc1)c1nc2ccccc2s1

(next part)
USP10 block	USP7 inh	USP30 block	USP28 inh	OTUD3 block	USP17 block	USP8 block	UCHL1 inh	mol
0	7	6	12	4	2	4	5	Cn1cc(CN2C[C@H]3C[C@H](C(=O)NCc4ccccc4)[C@@H](C2)O3)cn1
-4	-6	-274	-84	-65	-82	-43	-10	CC(C)N1C[C@@H]2C[C@H](NC(=O)NC3CCOCC3)CN2Cc2ccccc21
-2	0	-70	-9	0	1	8	3	Cc1ccc2nc3c(cc(C(=O)Nc4cccc(C(F)(F)F)c4)n3Cc3ccccc3)c(=O)n2c1
-2	1	26	14	21	/	0	1	Cc1ncncc1C(=O)N1CCCC(c2ncc(Cc3cccc(F)c3)o2)C1 (stereo unspecified)
0	0	-1	-10	-7	-22	4	0	CC(C)CN1C[C@H]2C[C@H](C(=O)NC3CCC3)[C@@H](C1)O2
-1	5	-13	4	-5	-3	-12	0	c1ccc2c(CN3CCC(c4nnc(-c5ccncc5)o4)CC3)cccc2c1
-5	-2	-30	-2	-2	14	14	2	O=C(CN1CCOCC1)Nc1nc(-c2ccc3c(c2)CCN3C(=O)c2ccc(F)cc2)cs1
-3	-8	-108	-5	-22	1	19	-13	COc1ccccc1CCNc1ccc2c(cc1=O)[C@@H](NC(C)=O)CCc1cc(OC)c(OC)c(OC)c1-2
-5	-5	-7	-8	2	-7	-1	-3	Cc1cc(C)c(C(=O)N2CCCC(C(=O)NCc3ccccc3F)C2)[nH]1 (stereo unspecified)
-3	0	-13	-10	-2	-10	-13	-2	O=C(c1cccc2ncccc12)N1CCCC(c2ccc3cn[nH]c3n2)C1 (stereo unspecified)

Filtered by structure: those above with an aryl methoxy group (14)
USP10 block	USP7 inh	USP30 block	USP28 inh	OTUD3 block	USP17 block	USP8 block	UCHL1 inh	mol
-2	-5	8	-1	-10	/	-2	-4	COc1ccc(C(=O)N2CCN(c3nc(C)cc(N4CCCCC4)n3)CC2)cc1OC
15	3	-49	-9	-16	-11	-2	-3	COc1ccc(C(=O)CSc2nc3ccccc3c(=O)n2-c2ccc(F)cc2)c(OC)c1
-5	5	-326	-75	-76	-70	24	-3	COc1ccccc1NC(=O)Cn1nc2ccc(C(=O)Nc3ccc(C)cc3)cn2c1=O
-7	-10	-239	-58	-34	-66	-97	-10	COc1cccc(C2c3[nH]c4ccccc4c3C[C@H]3C(=O)N(c4ccc(C(=O)NCCc5ccccc5)cc4)C(=O)N23)c1 (stereo partly specified)
0	3	6	5	11	11	7	-2	COc1cc(N)c(Cl)cc1C(=O)OCC(=O)N1CCCC1
8	2	9	5	9	8	-2	2	COc1cc(CNc2nn[nH]n2)ccc1OCc1ccc(Cl)cc1
-4	0	-7	0	-5	-14	-29	0	COc1ccc(CC(=O)N2CCC(c3[nH]nc4nccnc34)CC2)cc1
0	-1	-21	-23	-9	-10	-6	-1	COc1ccc(C2CCN(CC(=O)NCc3ccco3)CC2)cc1OC
-4	-4	-19	-12	-9	-4	-9	-1	COc1ccc(-n2c(=O)c3c4c(sc3n(Cc3cc(=O)n5ccccc5n3)c2=O)CCC4)c(OC)c1
22	12	43*	15	5	25	-31	2	COc1ccc(-c2cc3c(=O)n(CC(=O)NCc4ccccc4)ncn3n2)cc1
-1	-8	0	37*	4	-2	13	1	COc1ccccc1NC(=O)NCCc1cn(C)c2ncccc12
4	-2	10	11	10	16	1	1	COc1ccc(O)c(C(=O)c2cnn(-c3ccccc3C(=O)O)c2)c1
4	5	17	11	11	9	15	6	COc1ccc(C)cc1N(C(=O)Cc1ccccc1)c1nc2ccccc2s1
-3	-8	-108	-5	-22	1	19	-13	COc1ccccc1CCNc1ccc2c(cc1=O)[C@@H](NC(C)=O)CCc1cc(OC)c(OC)c(OC)c1-2

Assay outcomes: PubChem, Dana-Farber Cancer Institute and Novartis Institutes for BioMedical Research (Cambridge, Mass)
